High-throughput results as filed in PubChem.
SRC1 inh – inhibitors of human steroid receptor coactivator 1 (SRC1); Q15788; HEK293 GAL4-SRC1 luciferase reporter, luminescence; inhibition, % at 3.6 µM; 0.12% of 360,000 active;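 active = inhibition above the campaign mean plus 3 SD, with each screening campaign given its own cutoff, cut at about 60% in these data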;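 also: 0% = DMSO treated cells and 100% = gossypol at 36 µM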
TLR9-MyD88 inh – inhibitors of human TLR9-MyD88 binding. inhibition, % at 4.98 µM. Q9NR96+Q99836. CHO BLA complementation TLR9-MyD88, CCF4 FRET ratio. 0.21% of 340,000 active;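 active = inhibition above the mean over all tested compounds plus 3 SD, cut at about 21% in these data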;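 also: 0% = DMSO only wells and 100% = clavulanate BLA inhibitor control wells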
LRH-1 inv ag – NR5A2 inverse agonism in reporter assay | O00482 | HEK293T StAR-luciferase reporter, LRH-1 transfected, 24 h | inhibition, % at 3.6 µM | 0.13% of 360,000 active | AID 602396;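 active = inhibition above the mean inhibition of all tested compounds plus 3 SD, cut at about 73% in these data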;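 also: 0% = DMSO wells and 100% = reporter-only cells lacking LRH-1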
TROY NFkB inh – inhibitors of TROY-dependent NF-kB signaling; inhibition, % at 10 µM; Q293 LMP1-TROYcd NF-kB luciferase reporter, 4 h; 0.98% of 360,000 active;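 active = compounds whose plate-normalised and pattern-corrected inhibition of the luciferase reporter signal at the single screening dose is 50% or more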
COUP-TFII inh – inhibitors of human COUP-TFII (NR2F2); AID 686940; HEK293T NGFI-A luciferase reporter, luminescence; 0.7% of 370,000 active; inhibition, % at 8.6 µM; P24468;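 active = inhibition above a per-plate cutoff, mean inhibition of test wells between control levels plus 3 SD, cut at about 38% in these data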;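 also: cells cotransfected with COUP-TFII expression vector driving the NGFI-A reporter; 0% = median of COUP-TF2 test wells and 100% = reporter-only cells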
Target sequence (P24468 whole entry, looked up): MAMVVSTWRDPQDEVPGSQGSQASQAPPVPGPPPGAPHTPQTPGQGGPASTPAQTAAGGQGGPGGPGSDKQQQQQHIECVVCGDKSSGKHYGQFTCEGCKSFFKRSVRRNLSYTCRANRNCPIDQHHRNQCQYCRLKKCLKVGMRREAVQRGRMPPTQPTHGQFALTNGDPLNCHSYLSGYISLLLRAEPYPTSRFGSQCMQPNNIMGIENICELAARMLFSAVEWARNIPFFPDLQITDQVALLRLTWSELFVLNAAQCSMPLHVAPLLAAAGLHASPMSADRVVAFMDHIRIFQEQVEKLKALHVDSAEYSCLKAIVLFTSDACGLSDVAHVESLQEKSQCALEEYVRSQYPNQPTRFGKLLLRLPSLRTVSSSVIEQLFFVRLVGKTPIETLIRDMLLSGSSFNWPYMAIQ
Vif inh – HIV Vif inhibition; inhibition, % at 7.49 µM; HEK293T cells, Vif self-association by quenched fluorescence, imaging, 24 h; 0.35% of 340,000 active; in the data active = inhibition above about 50%, passing the limit was not always enough; also: some results filed as inactive read as strong as hits
NOD2-RIPK2 inh – NOD2-RIPK2 protein interaction inhibition; inhibition, % at 4.98 µM; CHO BLA complementation NOD2-RIPK2, CCF4 ratio; AID 624267; 0.38% of 360,000 active; O43353; in the data active = inhibition above about 21%;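 also: 0% = vehicle only and 100% = reference blocker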
Target sequence (O43353 whole entry, looked up): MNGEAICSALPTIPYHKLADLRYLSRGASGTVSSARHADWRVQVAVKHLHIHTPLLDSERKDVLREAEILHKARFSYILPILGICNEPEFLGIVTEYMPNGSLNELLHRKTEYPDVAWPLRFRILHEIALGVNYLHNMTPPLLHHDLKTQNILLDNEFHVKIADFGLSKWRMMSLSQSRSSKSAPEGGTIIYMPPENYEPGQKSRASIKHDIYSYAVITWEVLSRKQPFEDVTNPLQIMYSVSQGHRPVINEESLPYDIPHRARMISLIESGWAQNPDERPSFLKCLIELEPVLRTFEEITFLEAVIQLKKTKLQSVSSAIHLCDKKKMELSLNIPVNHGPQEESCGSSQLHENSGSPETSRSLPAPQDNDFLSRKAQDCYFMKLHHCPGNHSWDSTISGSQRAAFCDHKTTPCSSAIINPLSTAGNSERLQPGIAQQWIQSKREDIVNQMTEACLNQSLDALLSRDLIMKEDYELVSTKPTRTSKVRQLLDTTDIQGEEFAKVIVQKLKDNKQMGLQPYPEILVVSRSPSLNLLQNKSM
LMP1 NFkB inh – inhibitors of Epstein-Barr LMP1-induced NF-kappaB reporter; LMP1-induced NF-kappaB luciferase reporter cells, luminescence; AID 504558; inhibition, % at 12.5 µM; 0.69% of 350,000 active; in the data active = inhibition above about 41%;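 also: 0% = neutral control wells and 100% = reference inhibitor control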
C8 TRAIL sens – sensitizes caspase-8 expressing cells to TRAIL; NB7+C8 cells + TRAIL, ATPlite viability luminescence; inhibition (viability loss, TRAIL sensitization), % at 10 µM; 1% of 360,000 active;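 active = compounds causing at least 50% loss of cell viability in the single-dose screen, relative to plate controls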
NCOA3 inh – inhibitors of human steroid receptor coactivator 3 (SRC3); AID 588352; 0.17% of 360,000 active; inhibition, % at 3.6 µM; Q9Y6Q9; HEK293 GAL4-SRC3 luciferase reporter, luminescence;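 active = inhibition above a per-campaign cutoff, the mean of all compounds plus 3 SD, cut at about 60% in these data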;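 also: 0% = DMSO-treated cells and 100% = gossypol-treated cells at 36 µM; higher means less SRC3-driven luciferase light from the GAL4 reporter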
SRC2 inh – human SRC2 (NCOA2) inhibition; 0.17% of 370,000 active; HEK293 GAL4-SRC2 luciferase reporter, luminescence; inhibition, % at 9 µM; Q15596;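 active = inhibition above the mean inhibition of all tested compounds plus 3 SD, set per campaign, cut at about 52% in these data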;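 also: 0% = DMSO treated cells and 100% = cells given Gossypol at 36 µM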
The depositor's hits bear a star; / = not tested or not shown.

Results follow in this order: SRC1 inh	TLR9-MyD88 inh	LRH-1 inv ag	TROY NFkB inh	COUP-TFII inh	Vif inh	NOD2-RIPK2 inh	LMP1 NFkB inh	C8 TRAIL sens	NCOA3 inh	SRC2 inh
- CN(C)c1ccc2c3c(ccc(N(C)C)c13)C(=O)OC2
    6	/	-5	11	9	6	3	/	5	12	-21
- O=C(NC1CCN(Cc2ccccc2)CC1)c1ccc(CS(=O)c2ccc(F)cc2)o1 (centres undefined)
    -22	1	-2	3	-6	-2	9	5	-8	11	-41
- COc1ccc(-c2ccc([C@H]3[C@H]4C=CC[C@@H](C)[C@@H]4C(=O)N3Cc3ccccc3)c(F)c2)cc1
    15	-3	12	4	18	4	-10	8	-11	6	-5
- Cc1ccc(S(=O)(=O)Nc2ccc(-c3nc4ccc(C)cc4s3)cc2)cc1
    -8	5	-30	-45	8	-4	5	1	13	4	-11
- C#CCNC(=O)C[C@@H]1C[C@@]2(C(=O)OCC)CCC=C2N(Cc2cccc3ccccc23)C1=O
    /	/	-4	-9	9	/	-14	/	-8	/	15
- COc1ccc2c(=O)c(C(=O)O)c(-c3ccc4c(c3)OCO4)n(C)c2c1
    8	3	3	-6	5	2	-2	-9	8	10	6
- CC(=O)Nc1ccc(NC(=O)CSc2ncnc3sc(C)c(C)c23)cc1
    12	3	15	-1	14	12	-6	-1	-4	-9	-9
- C[C@@H]1CCCCO[C@H](CN(C)C(=O)c2ccccc2)[C@@H](C)CN([C@H](C)CO)C(=O)c2cc(NC(=O)NC3CCCCC3)ccc2O1
    2	5	-11	-1	9	-1	-5	6	0	12	3
- CSc1ccc(CN2CCC(C)(Oc3ccccc3C)C2)cc1 (centres undefined)
    12	/	-4	-5	-6	-12	-8	/	27	-22	-2
- NC(=O)c1ccccc1NC(=O)c1ccc2ccccc2c1
    -73	5	-106	-39	-39	-12	9	-54	59*	-83	-30

Quoted at random: two compounds from above, in no set order.
Results follow in this order: SRC1 inh	TLR9-MyD88 inh	LRH-1 inv ag	TROY NFkB inh	COUP-TFII inh	Vif inh	NOD2-RIPK2 inh	LMP1 NFkB inh	C8 TRAIL sens	NCOA3 inh	SRC2 inh
- CN(C)c1ccc2c3c(ccc(N(C)C)c13)C(=O)OC2
    6	/	-5	11	9	6	3	/	5	12	-21
- C#CCNC(=O)C[C@@H]1C[C@@]2(C(=O)OCC)CCC=C2N(Cc2cccc3ccccc23)C1=O
    /	/	-4	-9	9	/	-14	/	-8	/	15

(cont.)
Results follow in this order: SRC1 inh	TLR9-MyD88 inh	LRH-1 inv ag	TROY NFkB inh	COUP-TFII inh	Vif inh	NOD2-RIPK2 inh	LMP1 NFkB inh	C8 TRAIL sens	NCOA3 inh	SRC2 inh
- Cc1cccc(C(=O)N2CCc3cc(-c4nc(NC(=O)CN5CCCC5)sc4C)ccc32)c1
    -3	-4	23	2	2	-10	-10	3	22	14	-13
- COc1ccc(S(=O)(=O)N2CCN(C)CC2)cn1
    5	-5	2	6	10	1	3	-2	-23	-5	-21
- CSc1cccc(NC(=O)CCC(=O)O)c1
    9	16	25	0	-5	4	-8	-2	16	18	6
- O=C(c1ccccc1F)N1CCC2CC1c1cc(-c3ccc4c(c3)OCO4)ccc12 (centres undefined)
    -2	/	5	10	15	-3	5	/	5	-5	-7
- CCN1C(=O)/C(=C/c2cccs2)N(C)C1=S
    -28	-9	-14	9	-4	11	-6	6	3	-36	1
- CS(=O)(=O)c1ccccc1COC(=O)Nc1ccc(Cl)cc1
    -4	3	-16	-69	-36	-2	-3	-7	1	-21	-31
- COc1ccc(NC(=O)C(c2ccccc2)n2c(=O)c(-c3cc4ccccc4[nH]3)nc3ccccc32)cc1 (centres undefined)
    /	/	-13	/	-15	/	47*	/	18	/	-29
- O=C1NC2(CCCCC2)C(=O)N1/N=C/c1ccccc1Br
    -19	9	-2	-38	-6	23	8	-9	-7	-24	-47
- Cc1nnc(N2C(=O)c3ccc(Br)cc3C2=O)s1
    9	-7	-1	-1	-10	6	-23	8	-5	-1	-11
- O=C(CNC(=O)Cc1ccccc1)N=Nc1c(O)n(Cc2ccc3c(c2)OCO3)c2ccccc12
    25	0	-8	2	10	-5	0	6	-1	11	17
- O=C(Nc1ccccc1N1CCOCC1)C1CCN(S(=O)(=O)c2cccc(C(F)(F)F)c2)CC1
    -14	8	16	-18	10	-10	2	-17	7	8	14
- COc1ccc(CN(C)C(C)C(=O)NC2CCCc3ccccc32)cc1 (centres undefined)
    -66	7	-1	-4	-5	1	-10	1	-10	14	4
- COC(=O)CSc1ccc(S(=O)(=O)N2CCOCC2)cc1[N+](=O)[O-]
    5	9	3	3	3	8	-3	3	-3	-9	-17
- COc1ccc(/C=C2\CCCCC2=O)cc1
    -12	-6	-54	-13	-13	-3	1	-5	-1	-9	-40
- CC(=O)Nc1ccc(NC(=O)COC(=O)C2CCCCC2)cc1
    3	4	38	-27	-11	-1	1	-2	-4	-17	-2
- CC(C)C(=O)Nc1nnc(SCC(=O)NC2CC2)s1
    2	-6	-3	4	4	4	-5	4	-3	2	2
- COc1ccc(C)cc1N(C(=O)c1ccccc1)c1nc2ccccc2s1
    -16	-3	7	-5	17	-14	4	7	1	15	4
- COc1ccc([N+](=O)[O-])cc1N(CC(O)CN1CCOCC1)S(=O)(=O)c1ccccc1 (centres undefined)
    -45	-7	16	-6	-2	7	-4	-6	-1	7	13
- CCSC(=O)NC1CCCCC1
    2	/	-2	-13	-6	0	-10	/	3	5	-20
- CC(=O)NS(=O)(=O)c1ccc(NC(=O)[C@@H]2CCCN2S(=O)(=O)c2ccc(Cl)cc2)cc1
    -10	-3	-7	-12	-3	41	-14	-1	-11	19	-5
- CSc1ccccc1OCc1cc(C(=O)N2CCN(c3ncccn3)CC2)no1
    -14	-1	-8	-24	11	-3	3	-21	-6	-12	-20
- COc1ccc(OCC(=O)N2CCN(C(=O)c3cccs3)CC2)cc1
    -1	-3	-2	-2	5	28	-5	-14	-11	20	-1
- CCN(C(=O)c1ccnn1C)c1ccccc1
    7	-12	1	-12	9	8	-14	-2	-7	15	-4
- COc1ccc(/C=N/N=C2/NC(=O)C(c3ccccc3)S2)c(OC)c1 (centres undefined)
    -8	3	-26	-10	6	-7	-4	-4	-2	-17	5
- Cc1ccc(C(=O)NC2CC(C)(C)NC(C)(C)C2)cc1Cl
    9	-20	12	17	8	-1	-8	-4	-13	6	-14
- Cc1ccc(/C=C2\SC(=S)N(CCC(=O)N3CCCCC3)C2=O)cc1
    -29	-1	7	10	7	-4	-3	2	-5	7	-5
- COC(=O)CN(C)C(=O)c1cccc(OC2CCN(S(=O)(=O)N(C)C)CC2)c1
    -7	4	2	-5	-12	-2	-2	0	6	-17	0
- COc1ccc(NC(=S)Nc2cccc(S(=O)(=O)N3CCCCC3)c2)cc1
    -4	5	-21	-30	2	-7	-2	-12	4	3	-8
- CCCCCOCC(O)CCC(=O)NN (centres undefined)
    -4	-3	14	/	7	7	-10	-6	-3	-10	6
- COc1cccc(/C=N/Nc2nn3cnnc3c3ccccc23)c1
    -21	7	-12	-38	-18	-17	-3	0	64*	-14	-10
- CCc1cccc(C)c1NC(=O)COC(=O)C1CCN(S(=O)(=O)c2ccccc2)CC1
    -5	4	11	-4	-6	18	-3	-7	7	-17	1
- COc1cc(NC(C)=O)c2ncccc2c1[N+](=O)[O-]
    -14	-14	-6	-2	17	-2	-4	2	9	-1	-4
- CN(Cc1ccccc1)C(=O)c1cc(=O)[nH]c2ccccc12
    5	-4	26	10	12	-3	2	-2	1	9	-12
- CN1CCc2nc(NC(=O)COc3ccc(C#N)cc3)sc2C1
    -17	-193	10	17	-4	17	-2	-2	-5	15	-5
- CCC1(CC)C(=O)NC(=O)NC1=Nc1ccccc1
    13	6	0	13	-15	3	-9	9	-12	19	-4
- CCC(C)C(NC=C1C(=O)OC(C)(C)OC1=O)C(=O)O (centres undefined)
    1	5	3	2	12	12	-2	-16	14	2	-8
- c1ccc(CNc2nc(Oc3ccncc3)c3sccc3n2)cc1
    10	/	0	-10	-21	0	-6	/	-6	5	-5
- CC(C)C(=O)N1CCC1(C)C(=O)Nc1cccc(Oc2ccccc2)c1 (centres undefined)
    -20	/	-17	-6	-5	-9	-3	/	26	2	-13
- Cc1cc2ncc(S(C)(=O)=O)c(N)n2n1
    -3	-11	7	1	13	14	1	0	3	-11	12
- CC(C)c1onc(C(=O)Nc2cccnc2Cl)c1[N+](=O)[O-]
    -2	-4	-7	-27	23	16	-9	9	-6	3	-22
- CCOC(=O)C1(C)CCCN(C(=O)c2c(-c3ccccc3)noc2C)C1 (centres undefined)
    -1	/	-21	-5	-18	1	1	/	3	3	-24
- CCc1ccc(NC(=O)C2CCN(S(=O)(=O)c3c(C)noc3C)CC2)cc1
    -5	2	-9	-17	11	1	21	-1	-10	2	-4
- Cn1c(/C(C#N)=C(\O)c2ccc([N+](=O)[O-])s2)nc2ccccc21
    1	-3	6	-24	1	-3	1	-5	17	10	5
- O=C(CSc1nc2ccccc2o1)NC(=O)NCc1ccco1
    11	4	15	-12	-6	10	-5	-1	27	1	4
- O=C(Nc1ccc(C(=O)N2CCCC2)cc1)c1cc(F)c(F)cc1Cl
    -23	4	-10	-22	4	3	0	-8	-4	-29	-23
- Cc1ccc(OCC(=O)N(Cc2ccccc2)C2CCS(=O)(=O)C2)c([N+](=O)[O-])n1 (centres undefined)
    -10	-10	-16	-1	2	0	-7	-4	-4	11	-10
- CC1=CC(=O)CC2C1(C)CCC(C)C2(C)CCC(C)CC(=O)O (centres undefined)
    9	-3	29	-7	-4	21	-3	-5	1	-5	17
- Cn1c(SCc2ccccc2Cl)nc2ccccc21
    -80	-8	-120	-26	-22	-2	-10	-42	18	-82	-29

Not all compounds are listed. The share of hits here may be higher or lower than overall.
